Tb PYK inh = inhibitors of Trypanosoma brucei pyruvate kinase; Q57TT1; TbPYK enzyme, Kinase-Glo Plus ATP luminescence, 45 min; Potency, µM (highest dose often 76.8 µM), for inactives: at the top dose activity, negative = inhibition, most hits filed as inhibitors; 0.12% of 410,000 active; active means well fitted inhibition curve with a large enough effect; inconclusive means small, poorly fitted or top-dose-only effect; further: nearly all actives have a fitted effect of over 50% in size
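Glycolytic pyruvate kinase of T. brucei was incubated with substrate, test compound and 130 uM ADP for 45 minutes at room temperature. Luminescent Kinase-Glo Plus signal was measured after 10 minutes.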
* hit, by the source's call; u = inconclusive; [ ] = dose if it differs, or a comment. On the % scale 0 is the no-effect control and ±100 the full control effect; potency means the concentration at half of the fitted maximal effect. The list is partial; count on the stated rates, not on these rows.

Structure | Tb PYK inh
Cc1ccn2c(=O)cc(COc3cccc(NC(=O)Nc4cccc(Cl)c4C)c3)nc2c1 | 2.8%
CCOc1ccc(C(=O)c2oc3ccccc3c2NC(=O)c2cc(-c3ccc(C)cc3)on2)cc1 | -1.1%
CCN1CCOC(=O)C1CC(=O)Nc1cc(Cl)ccc1C (stereo not drawn) | -13.6%
OCCN(Cc1cccnc1)Cc1ccccn1 | -9.4%
O=C(Nc1ccc(Cl)cc1)c1ccc2c(c1)N(Cc1ccccc1)CCS2 | 5.9%
Cc1ccc2oc(=O)c3cnn(CC(=O)N4CCN(c5ccccc5F)CC4)c3c2c1 | -1.9%
COc1ccc(NC(=O)c2ccc3snnc3c2)cc1OC | -3.4%
COc1ccc(-c2n[nH]c3c2cnc2cc(OC)c(OC)cc23)cc1 | 2.6%
O=S(=O)(O)c1ccc(SCc2ccccc2)nc1 | u
Cc1ccc(CNC(=O)c2ccc3c(c2)S(=O)(=O)c2ccccc2C3=O)o1 | u
COc1ccc2c(Sc3ccc(C)cc3)c(C(=O)NCC(C)c3ccccc3)[nH]c2c1 (stereo not drawn) | 2.9%
COC(=O)c1cc(C)nc(Nc2nc(C(N)Cc3ccc(Cl)cc3)cs2)n1 (stereo not drawn) | 3.4%
Cc1nnc(N2CCC(C(=O)NC3CCCCC3)CC2)c2nn(-c3ccccc3)c(C)c12 | 1.1%
CCOC1=NC(=C(c2ccccc2)c2ccccc2)OC1=O | 0.7%
COc1ccc2c(Sc3ccccc3)c(C(=O)N3CCC(C)CC3)[nH]c2c1 | 0.3%

3 structures from above, sorted by molar mass, lowest first.
Structure | Tb PYK inh
O=S(=O)(O)c1ccc(SCc2ccccc2)nc1 | u
CCOC1=NC(=C(c2ccccc2)c2ccccc2)OC1=O | 0.7%
COc1ccc2c(Sc3ccccc3)c(C(=O)N3CCC(C)CC3)[nH]c2c1 | 0.3%

(list continues)
Structure | Tb PYK inh
CC1CCCCC1NC(=O)CN1CCC(NC(=O)C(C)(C)C)CC1 (stereo not drawn) | 6.2%
COCCNC(=O)C1=CC(c2ccc3c(c2)OCO3)=NS(=O)(=O)N1C | -3.3%
COc1ccc(C2CC(=O)N(Cc3cccc(F)c3)c3ccccc3S2)cc1 (stereo not drawn) | -10.2%
CCCCCCCCN1C(=O)[C@H](CC(=O)N2CCC(c3ccccc3)CC2)C[C@@]2(C(=O)OC)CCCCC=C12 | 6.2%
C[C@H]1Cn2cnc(C(=O)N[C@H](C)c3ccccc3)c2C(=O)N1 | 4.1%
CCc1nc2ccc(C(=O)N3CCCCC3)cn2c1N(CCC(C)C)CCN(C)C | -1.1%
COc1c(Cl)cc(C(=O)Nc2cc(-c3nc4ccccc4[nH]3)ccc2C)cc1Cl | -1.8%
Cc1ccc(S(=O)(=O)c2nnn3c2nc(NCc2cccs2)c2sccc23)cc1 | -5.8%
COc1cccc(NC(=O)CN(C)S(=O)(=O)c2cccs2)c1 | -6.3%
O=C(CSc1nc2c([nH]c3ccccc32)c(=O)n1-c1cccc(Cl)c1)N1CCCC1 | -0.8%
CCCCn1c(N)c(N(C(=O)CSc2nncn2-c2ccccc2)C2CCCC2)c(=O)[nH]c1=O | -5.9%
CCCC(=O)N1CCC1(C)C(=O)Nc1ccc(C)cc1 (stereo not drawn) | 8.8%
Cc1ccc(Cc2c(-c3ccccc3)nc3cc(C)ccn23)cc1 | 4.4%
Cc1ccc(NC(=O)c2oc3ccc(S(=O)(=O)N4CCCCCC4)cc3c2C)cc1Cl | 2.7%
COc1nc2ccccc2nc1N1CC1 | -1.8%
COc1ccc(Nc2ncnc3sc4c(c23)CCCC4)cc1 | -4.0%
O=C(OCCO)c1c(-c2ccccc2)oc2c1C(OCCO)CCC2 (stereo not drawn) | 2.0%
Cc1ccc2onc(CNC(=O)N3CCN(c4cccc(C(F)(F)F)c4)CC3)c2c1 | -2.8%
CCCCCc1c(-c2cccc(OC)c2)ncn1CCc1ccccc1OC | 5.8%
CCc1ccccc1NC(=O)C1(S(=O)(=O)c2ccc(Cl)cc2)CC1 | -3.0%
CCOCCCNC(=O)c1c(NC(=O)c2cc(=O)c3cc(C)c(C)cc3o2)sc2c1CCC2 | -3.5%
Cc1nnc(N2CCC(C(=O)NC(C)C)CC2)c2nn(-c3ccccc3)c(C)c12 | 1.3%
CCOc1ccc(OC(=O)c2cn(-c3cccc(OC)c3)c(=O)c3ccccc23)cc1 | -4.0%
CC(=O)c1ccc(NC(=O)CSc2ccc(-c3cccs3)nn2)cc1 | -26.3%
COc1ccc(-c2c(C(=O)c3ccc(Br)cc3)[nH]c(N)c2C(=O)c2ccccc2)cc1OC | 0.8%
c1ccc(-c2ccc(N3CC4(CCNCC4)C3)cc2)cc1 | -0.2%
CC(=O)c1cn(C2OC(CO)C3OC(C)(C)OC32)c(=O)n(C)c1=O (stereo not drawn) | 1.5%
OC[C@@H]1CN(Cc2ccncc2)C[C@H](n2cnc3c(N4CCOCC4)ncnc32)O1 | -1.6%
O=C(NCc1nc2ccccc2[nH]1)C1=C[C@@H](c2ccc(C(F)(F)F)cc2)C[C@@H](OCc2ccc(CO)cc2)O1 | 2.9%
CC1(c2nnc(-c3cccc(Cl)c3)o2)CC(c2ccccc2)=NO1 (stereo not drawn) | 1.6%
CCCCCC1C(C(=O)OCC)C(=O)NC1(C(=O)OCC)C(=O)OCC (stereo not drawn) | -8.6%
CC1(C)Cc2c(cnn2-c2ccc(F)cc2)C(NC(=O)c2cnccn2)C1 (stereo not drawn) | 0.5%
Nn1c(SCC(=O)NC2CCCC2)nnc1C(F)(F)F | -1.4%
O=S1(=O)CC(N2CCCCC2)CN1C1CCCCC1 (stereo not drawn) | 4.5%
COc1ccccc1S(=O)(=O)N(C)C[C@@H]1OCc2cnnn2CCCC(=O)N([C@@H](C)CO)C[C@@H]1C | -7.6%
O=C1C(=Cc2cccc(Cl)c2)CCc2ccccc21 | -12.8%
CN(C#N)c1nc(N2CCOCC2)nc(N2CCOCC2)n1 | 13.1%
C/C(=N\NC(=O)CN1CCN(c2ccc(F)cc2)CC1)c1ccco1 | 1.1%
Cc1ccc(C)c(Cn2cc(S(=O)(=O)c3ccc(Cl)cc3)c(=O)c3cc(F)ccc32)c1 | 5.3%
COc1ccccc1CN1CC[C@@]2(CCCN(C(=O)c3ccco3)C2)C1 | -9.1%
O=C(Cc1c(C(=O)O)[nH]c2ccccc12)Nc1cccc(C(F)(F)F)c1 | 5.0%
Nc1ccn([C@@H]2O[C@H](CNCc3ccc(Oc4cc(-n5cccn5)ncn4)cc3)[C@@H](O)[C@H]2O)c(=O)n1 | -2.2%
O=c1c2ccccc2nc2n1CC/C2=C\N1CCN(c2ccc([N+](=O)[O-])cc2)CC1 | 4.9%
N#Cc1nc(/C=C/c2ccc(F)cc2)oc1NCc1ccc(F)cc1 | -4.6%
CC(C)(C)S(=O)(=O)N1C[C@@H]2CC/C=C\C/C=C\2[C@H]1CCO | 4.8%
O=C(c1ccco1)N1CCN(c2nc3c(F)cc(F)cc3s2)CC1 | 0.5%
CC(C)Oc1ccc(C(=O)N(Cc2ccco2)c2ccccn2)cc1 | -1.5%
COC(=O)c1sc2ncccc2c1-n1c(C)ccc1C | 1.8%
OCC(O)C1OC(c2ccccc2)OC(CO)C1O (stereo not drawn) | 6.0%
COC(=O)c1cnc(N2CCN(c3ccccc3OC)CC2)c2ccccc12 | 1.6%
C[C@@H]1CN([C@@H](C)CO)C(=O)c2cc(NS(C)(=O)=O)ccc2O[C@@H](C)CCCCO[C@H]1CN(C)Cc1ccc2c(c1)OCO2 | 1.7%
Cc1ccc(-c2nnc(SCC(=O)N3CCCc4ccccc43)o2)cc1 | 2.5%
CCOc1ccc(NC(=O)CN(c2ccc(C)cc2)S(=O)(=O)c2cccs2)cc1 | 1.4%
CC(C)Sc1ncc(Cl)c(C(=O)N(Cc2ccc(N(C)C)cc2)C2CCS(=O)(=O)C2)n1 (stereo not drawn) | -1.3%
CCOc1ccccc1N1CC(C(=O)Nc2cc(S(=O)(=O)N3CCOCC3)ccc2OC(C)C)CC1=O (stereo not drawn) | 1.7%
COc1ccc(Nc2cc(C(=O)NCCCN(C)Cc3ccccc3)c3ccccc3n2)c(OC)c1 | -0.1%
COc1cccc(CNC(=O)Cn2c(=O)ccc3cc(S(=O)(=O)N4CCCC4)ccc32)c1 | -3.0%
Cc1ccc2c(=O)cc(C(=O)N(Cc3ccccc3Cl)C3CCS(=O)(=O)C3)oc2c1 (stereo not drawn) | 1.0%
COc1ccc(C2=C(Nc3ccc(C)cc3C)c3ccccc3C2=O)cc1 | -1.5%
O=C(c1cnn(-c2ccc(F)cc2)c1-n1cccc1)N1CCN(c2ccc(F)cc2)CC1 | -5.1%

(continued)
Structure | Tb PYK inh
O=C(Nc1c(C(=O)c2ccccc2)oc2ccccc12)c1ccc(F)cc1 | -4.4%
CC(=O)N1Cc2cc(C(=O)NCc3cccc(F)c3)nc(-c3cccc(C4=CCCCC4)c3)c2[C@H]1CCO | 2.6%
O=C(c1cccc(S(=O)(=O)N2CCCCCC2)c1)N1CCN(Cc2ccccc2)CC1 | 4.6%
COc1cc(OC)c(OC)cc1CNC(=O)c1cc(S(=O)(=O)N(C)c2ccccc2OC)ccc1C | -2.0%
CCc1ccccc1NC(=O)CN(c1cc(C(F)(F)F)ccc1Cl)S(=O)(=O)c1ccccc1 | 0.5%
CCC(=O)N1Cc2cc(C(=O)NCc3cccc(F)c3)nc(-c3cccc(C4=CCCC4)c3)c2[C@H]1CCO | -5.2%
Cc1ccc(CCNC(=O)CN2CCN(Cc3ccc(Cl)cc3)C2=O)cc1 | -0.8%
COc1ccc(CCNC(=O)CNC(=O)N2CC(=O)Nc3ccccc32)cc1OC | -12.4%
O=C(Cn1c(=O)c2ccccc2n(CC(=O)Nc2ccc(Cl)cc2)c1=O)NCCc1ccccc1 | 3.4%
O=C(O)c1ccccc1C(=O)OC1CCCC2CCCC21 (stereo not drawn) | -0.3%
CCN(CC)C(=O)c1csc(COCCO)n1 | -3.7%
COc1ccc(NC(=O)C2=C(C)Nc3nc(SCc4ccc(C)cc4C)nn3C2c2cccc(OC)c2OC)cc1 (stereo not drawn) | -3.1%
COc1cccc(CNC(=O)c2c(O)nc3ccccn3c2=O)c1 | -5.1%
Cc1cc2c(cc3c(SCc4cccc(F)c4)nnc(C)n32)o1 | 0.6%
Cc1ccc(OCCn2c(CNc3cccc(C)c3)nc3ccccc32)cc1 | -1.9%

Among those listed so far, these contain a tert-butyl group:
Structure | Tb PYK inh
CC1CCCCC1NC(=O)CN1CCC(NC(=O)C(C)(C)C)CC1 (stereo not drawn) | 6.2%
CC(C)(C)S(=O)(=O)N1C[C@@H]2CC/C=C\C/C=C\2[C@H]1CCO | 4.8%

(cont.)
Structure | Tb PYK inh
O=S(=O)(NCC(c1ccco1)N1CCN(c2ccccc2)CC1)c1cc(F)ccc1F (stereo not drawn) | -8.2%[15.4 µM]
CC1=Nc2cc(C(=O)N3CCC(C)CC3)ccc2Sc2ccc(Cl)cc21 | 2.1%
CC(NC(=O)c1ccc(Cn2c(SCc3ccccc3)nc3cccnc32)cc1)c1ccccc1 (stereo not drawn) | -1.2%
COc1ccccc1-c1noc(-c2ccc(NCc3cccnc3)c([N+](=O)[O-])c2)n1 | 0.7%
Cc1cccc(NC(=O)c2ncn3c2C(=O)N[C@H](C)C3)c1 | 6.0%
C[C@@H]1CNC(=O)c2c(C(=O)Nc3ccc(CNC(=O)OC(C)(C)C)cc3)ncn21 | 1.5%
CCC(c1nnnn1-c1c(C)cccc1C)N1CCCN(Cc2ccc(F)cc2)CC1 (stereo not drawn) | -3.9%
COCCNC(=O)CCSc1nc(-c2ccc3c(c2)OCO3)cc(C(F)(F)F)n1 | 8.8%
Cc1ccc(N2CC(NC(=O)c3ccccc3C(F)(F)F)CC2=O)cc1C (stereo not drawn) | 2.5%
CCCOCc1cc(CN2CCN(c3cccc(Cl)c3)CC2)c(O)c2ncccc12 | -3.8%
COc1ccc(-n2ccnc(NCc3ccccc3OC)c2=O)cc1 | 0.4%
COc1cc(C2c3cc4c(c(O)c3CC3COC(=O)C32)OCO4)cc(OC)c1OC (stereo not drawn) | -8.9%
Cc1ccccc1Nc1n[nH]c(=S)s1 | u
Cc1ccc(-c2noc(CSc3nnc(-c4ccc(Cl)cc4)n3C)n2)cc1 | 1.3%
COc1ccc(CN2Cc3cnnn3-c3ccccc3C2C)cc1 (stereo not drawn) | -4.2%
O=S(=O)(c1ccccc1)N1CCC[C@@]2(CCN(Cc3cc(C(F)(F)F)cc(C(F)(F)F)c3)C2)C1 | 0.5%
COc1ccc(CCNC(=O)Nc2nc(C(N)CCc3ccccc3)cs2)cc1OC (stereo not drawn) | -7.1%
COc1ccccc1C(=O)Nc1ccc(OCc2cc(=O)n3cc(C)sc3n2)cc1 | 3.1%
Cc1ccc(Nc2nnc(-c3ccc(C)c(S(=O)(=O)N4CCOCC4)c3)c3ccccc23)c(C)c1 | -7.6%
N#Cc1cc2c(nc1SCC(=O)Nc1ccc(OC(F)(F)F)cc1)C1CCN2CC1 | -3.2%
COc1ccc2c(c1)C(c1ccc(N(CCCl)CCCl)cc1)=NCC2 | -15.7%
Fc1cccc(Cc2c(-c3ccco3)nc3ccc(Br)cn23)c1 | 25.1µM*
COc1ccc(OC)c(S(=O)(=O)Oc2ccc(N)c3ccccc23)c1 | -8.9%
O=P(c1ccccc1)(c1ccccc1)C(O)c1cccs1 (stereo not drawn) | 0.1%
CCC(=O)N1CCc2cc(S(=O)(=O)NC(Cc3ccccc3)C(=O)NCc3ccccc3)ccc21 (stereo not drawn) | 0.2%
Cc1cncc(N2CCN(c3ccccn3)CC2)n1 | 1.4%
CCC1(CCC(C)C)SC(N)=NC1=O (stereo not drawn) | -8.9%
